# RXFP1 antagonist: qHTS Assay for Antagonists of the Relaxin Receptor RXFP1. AID 1259400, 2018. actives 0.59% (n = 350,000). activity change, negative = inhibition, % at 57.5 µM. Relaxin receptor 1 (Homo sapiens), Q9HBX9. HEK293-RXFP1, relaxin-stimulated cAMP HTRF, 30 min; stronger effect = lower value;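 active = activity change of -60% or lower, but not beyond a set lower limit; inconclusive = change between -60% and -40%, or beyond the set limit; inactive = change above -40%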; also: % is scaled to controls: 0 for no effect and ±100 for the full control effect
# Target sequence (Q9HBX9 whole entry, looked up): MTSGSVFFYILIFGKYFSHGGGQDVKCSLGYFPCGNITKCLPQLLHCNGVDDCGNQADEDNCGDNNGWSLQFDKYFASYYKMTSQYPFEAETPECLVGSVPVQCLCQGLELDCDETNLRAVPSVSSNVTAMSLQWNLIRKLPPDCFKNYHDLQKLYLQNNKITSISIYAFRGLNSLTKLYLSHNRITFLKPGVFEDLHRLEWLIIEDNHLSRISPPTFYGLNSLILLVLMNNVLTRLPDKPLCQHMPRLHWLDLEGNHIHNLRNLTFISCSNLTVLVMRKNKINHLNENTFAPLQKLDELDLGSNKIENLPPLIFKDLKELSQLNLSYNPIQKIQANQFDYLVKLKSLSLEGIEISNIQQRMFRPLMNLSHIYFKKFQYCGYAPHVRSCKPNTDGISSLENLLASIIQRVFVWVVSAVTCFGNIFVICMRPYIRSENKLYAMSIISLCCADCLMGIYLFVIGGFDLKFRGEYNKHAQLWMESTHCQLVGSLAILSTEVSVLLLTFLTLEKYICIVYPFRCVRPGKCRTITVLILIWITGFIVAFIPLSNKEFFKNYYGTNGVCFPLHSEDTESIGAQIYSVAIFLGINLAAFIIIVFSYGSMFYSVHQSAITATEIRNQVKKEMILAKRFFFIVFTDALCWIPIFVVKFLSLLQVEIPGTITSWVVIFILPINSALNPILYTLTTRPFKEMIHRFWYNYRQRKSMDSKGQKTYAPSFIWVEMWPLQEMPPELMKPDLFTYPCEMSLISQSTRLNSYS
# D1 agonist: Allosteric Agonists of the Human D1 Dopamine Receptor: qHTS | D(1A) dopamine receptor (Homo sapiens), P21728 | HEK293 T-REx D1 cells, calcium flux, agonist mode | activation, % at 2 µM | actives 1% (n = 360,000) | AID 504660, 2011; in the data active = activation above about 30%; also: 0% is about no effect
#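 Inducible HEK293 T-REx D1 cells, force-coupled to calcium signalling, were plated at 4000 cells/well with tetracycline and held overnight at 30 C. After no-wash calcium dye loading, compound-evoked calcium rise over 180 s flagged agonists.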
# GRP78 ERSR act: qHTS for Inducers of the Endoplasmic Reticulum Stress Response (ERSR) in Human Glioma: qHTS. U87-MG GRP78 promoter luciferase reporter, 16 h. Potency, µM, for the others: at the top dose activation, most hits filed as activators. actives 0.02% (n = 420,000); also: potency is read from the fitted curve at half-maximal effect; series mostly up to about 76 µM; % of control where 0% means no effect; nearly all actives have a fitted effect of over 35% in size
#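 Stably transfected U87-MG human glioma cells carrying a GRP78-based luminescent sensor were seeded at 1000 cells/well, pin-dosed with compounds and incubated 16 h. Luciferase reagent was then added, and end-point luminescence was read after 10 min at room temperature.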
# D2 potentiator: HTS Assay for Positive Allosteric Modulators of the Human D2 Dopamine Receptor: Primary Screen for Potentiators; D(2) dopamine receptor (Homo sapiens), P14416; actives 0.34% (n = 340,000); HEK293 T-REx D2, calcium flux, EC20 dopamine potentiation; potentiation, % at 10 µM;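 active = potentiation over 3 SD above the plate norm, cut at about 30% in these data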; also: 0% is about no effect
#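 Primary screen. Calcium kinetics in induced HEK293 T-REx D2 cells: compound pre-addition 180 s, EC20 dopamine, 180 s more.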
# Vif-A3G inh: qHTS for Inhibitors of Vif-A3G Interactions: qHTS; DNA dC->dU-editing enzyme APOBEC-3G (Homo sapiens), Q9HC16; HeLa A3G-eYFP + Vif (tagged APOBEC3G with the HIV-1 protein that degrades it), YFP fluorescence, overnight; Potency, µM (top dose mostly 46.1 µM), without a hit: at the highest dose activity, negative = active, actives largely listed as inhibitors; actives 0.076% (n = 410,000);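 also: potency is read from the fitted curve at half-maximal effect; % is scaled to controls: 0 for no effect and ±100 for the full control effect; nearly all actives have a fitted effect of over 60% in size; hits raise eYFP signal because A3G escapes Vif-driven loss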
#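 HeLa cells stably expressing Vif and C-terminally eYFP-tagged A3G, seeded overnight at 37 deg C, then exposed to compound by pintool overnight at 37 deg C. Rise in yellow fluorescence (Ex 488/Em 500-530, Acumen) marks blocked Vif-driven A3G degradation.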
# Vif-A3F inh: qHTS for Inhibitors of Vif-A3F Interactions: qHTS; HeLa A3F-eYFP + Vif (tagged APOBEC3F with the HIV-1 protein that degrades it), YFP fluorescence increase; Potency, µM (highest dose often 46.1 µM), without a hit: at the highest dose activity, negative = active; actives 0.2% (n = 390,000); AID 602313, 2012; also: potency is read from the fitted curve at half-maximal effect; % of control where 0% means no effect; nearly all actives have a fitted effect of over 65% in size
#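 HeLa cells stably expressing A3F-eYFP plus Vif, plated and incubated overnight at 37 deg C, then exposed to compounds overnight at 37 deg C. Blocked degradation read as raised yellow fluorescence (Ex 488/Em 500-530).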
# D1 antag: Antagonist of Human D 1 Dopamine Receptor: qHTS; D(1A) dopamine receptor (Homo sapiens), P21728; HEK293 TREx D1 cells, calcium flux, dopamine EC80; stronger effect = lower value; activity change, negative = inhibition, % at 10 µM; actives 3.2% (n = 360,000); AID 504652, 2011; in the data active = activity change below about -30%; also: % is scaled to controls: 0 for no effect and ±100 for the full control effect
#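 Using tetracycline-induced force-coupled D1 Hek293 cells and a calcium dye, signals were followed for 180 s after compound, then for 180 s after EC80 dopamine, to detect inhibitors.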
# D1 potentiator: Potentiators of Human D1 Dopamine Receptor: qHTS; actives 0.036% (n = 360,000); AID 504651, 2011; HEK293 TREx D1 cells, calcium flux, dopamine EC20 potentiation; potentiation, % at 10 µM; in the data active = potentiation above about 30%; also: 0% is about no effect
# RXFP1 ag: qHTS Assay for Agonists of the Relaxin Receptor RXFP1; Relaxin receptor 1 (Homo sapiens), Q9HBX9; HEK293T-RXFP1 cAMP TR-FRET, 30 min; response scale: percent of porcine relaxin response, buffer zero; Potency, µM (titrated, usually from 57.5 µM), without a hit: at the top dose activation, hits mostly activators; actives 0.3% (n = 370,000); also: potency is read from the fitted curve at half-maximal effect; % is scaled to controls: 0 for no effect and ±100 for the full control effect; nearly all actives have a fitted effect of over 60% in size; many of its hits are not listed in these tables
#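 HEK293 cells stably expressing RXFP1, treated 30 min at 37C with compounds plus PDE4 inhibitor Ro 20174; cAMP measured by HTRF TR-FRET. Normalized to buffer and 29 nM porcine relaxin; EC50 by Hill fit.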
# The depositor's hits bear a star; ? = inconclusive; . = no result given; & = joins results of further samples. Unless noted, calls follow the shape of the dose curve; as a rule, active = well fitted curve in the direction sought with a large enough effect; inconclusive = small, poorly fitted or top-dose-only effect, or another doubt; inactive = no such curve, though single readings can be large; an effect the other way counts as inactive or inconclusive. Only part of the results is shown; count on the stated rates, not on these rows.
SMILES,RXFP1 antagonist,D1 agonist,GRP78 ERSR act,D2 potentiator,Vif-A3G inh,Vif-A3F inh,D1 antag,D1 potentiator,RXFP1 ag
Cc1ccc(S(=O)(=O)N(CC(=O)N/N=C/c2cccc(C)c2)c2cccc3cccnc23)cc1,-15,3,-5%,-16,-15%,-27%,-30*,-10,-0.5%
COc1cc2c(cc1NC(=O)CN(C)Cc1cccc(OC)c1OC)oc1ccccc12,-9,15,0%,2,1%,2%,25,24,-0.7%
CCN(CC)CP(=O)(c1ccccc1)c1ccccc1,-8,0,-1%,9,-3%,-2%,-12,-7,-1.0%
OCc1nc2ccc(Cl)cc2[nH]1,-7,1,-1%&-1%,-1,4%&-2%,9%,5,-4,2.0%
O=c1cc(O)sc2ccccc12,5,40*,8%,6,-7%,-1%,-22,-8,2.6%
O=C(CCC1CCCN(C(=O)c2ccco2)C1)NCc1ccccc1F (configuration not stated),4,2,0%,-8,-23%,-11%,-5,5,1.1%
Cc1ccc(C)n1-c1ccccc1N,.,3,.,-10,.,.,-26,-5,-0.3%
Cc1cc(C)c(S(=O)(=O)Nc2cc(SCC(=O)O)c(O)c3ccccc23)cc1C,2,5,?,19,?,-6%,8,5,1.0%
CCn1cc(CN2CCN(CCC(C)C)C(CCO)C2)c2ccccc21 (configuration not stated),5,-1,-3%,-22,5%,0%,6,-8,-2.7%
Cc1cc(=O)oc2cc(NC(=O)C(C)Oc3ccc(F)cc3)ccc12 (configuration not stated),-2,1,-2%,0,-3%,2%,-16,-5,1.6%
O=C(NC1CCS(=O)(=O)C1)c1ccc2c(c1)OCO2 (configuration not stated),-14,3,-4%,3,0%,2%,-2,-2,1.3%
CC(C)CNC(=O)c1cccc(NC(=O)Cc2ccc(Br)cc2)c1,.,7,-3%,-7,-3%,-5%,-16,-3,0.8%
Brc1ccc(-c2cnnc(N3CCCC3)n2)cc1,-9,0,-2%,-4,2%,7%,13,2,3.7%
CCOC(=O)c1c(C)oc2nc(C)nc(NCc3ccccc3OC)c12,-15,2,-1%,5,-3%,-2%,-37*,-5,0.4%
CC(C(=O)Nc1ccc(F)cc1Cl)N(C)CCOc1ccccc1 (configuration not stated),-15,2,-1%,-12,1%,-4%,-2,-2,-2.0%
Fc1ccc(C(c2nnnn2C2CCCC2)N(Cc2ccco2)CC2CCCO2)cc1 (configuration not stated),8,3,-4%,3,1%,4%,3,2,0.8%
CC(=O)c1cccc(NC(=O)c2c(N3CCCC3=O)c3cc(F)ccc3n2C)c1,.,0,-3%,-6,-7%,-1%,-25,-2,1.1%
CCCCOc1ccc(CSC2=NCCN2)cc1[N+](=O)[O-],4,24,-4%,-12,?,2%,-3,-2,-0.2%
COc1cc(C(c2nnnn2C2CCCC2)N2CCN(C(=O)c3ccco3)CC2)cc(OC)c1OC (configuration not stated),4,4,-2%,15,0%,-2%,-3,-2,3.1%
CCN(CC)C(=O)CN(C)S(=O)(=O)c1cccc2nsnc12,-23,2,-3%,3,1%,1%,14,1,-0.5%
COc1ccc(C2/C(=C(/O)c3ccccc3)C(=O)C(=O)N2c2ccccn2)cc1OC (configuration not stated),-22,4,3%,1,2%,0%,10,0,-0.9%
O=C(CCl)NCCNC(=O)c1cc(OCC(F)(F)F)ccc1OCC(F)(F)F,0,0,0%,-4,0%,1%,7,-7,2.0%
CCOC(=O)C1(Cc2ccc(OC)cc2)CCN(C(=O)CCc2cnccn2)CC1,-5,2,3%,-4,5%,3%,2,6,-3.3%
Cc1ccc2c(CC(=O)N3CCc4ccccc43)coc2c1,-2,2,-3%,6,0%,-4%,-9,-1,2.3%
Cc1ccc(-c2nc3ncccc3o2)cc1NC(=O)C(C)(C)C,-1,1,-1%,23,-4%,-16%,-9,-2,2.6%
CN(C)CC(C)(C)CNS(=O)(=O)c1cccc(Cl)c1Cl,-5,2,-5%,-8,3%,-6%,2,-3,-1.0%
NC(=O)c1nsc(C(=O)N(CC(=O)NC2CCCCC2)c2ccc(Cl)cc2)c1N,0,1,-1%,7,-10%,?,-5,-4,-2.0%
CCOC(=O)c1ccc(N2C(=O)C(CC(N)=O)N(NC(=O)c3cccc(F)c3)C2=S)cc1 (configuration not stated),12,-1,-4%,-7,0%,0%,5,2,0.1%
Cc1cccc(OCC(O)Cn2c(N3CCCCC3)nc3c2c(=O)n(C)c(=O)n3C)c1 (configuration not stated),-4,0,-7%,3,2%,2%,7,-5,0.8%
CC(C)(C)OC(=O)N1CCC(c2c(C(=O)Nc3ccc4c(c3)OCO4)cnn2-c2ccc(F)cc2F)CC1,?,0,0%,-9,-3%,1%,1,-3,1.3%
N#C/C(=C\c1c(Oc2ccc(F)cc2)nc2ccccn2c1=O)c1nc2ccccc2s1,-7,1,0%,-6,4%,-17%,4,-3,6.5%
O=C(NCC1CCCO1)c1ccc(CSCc2cccc(F)c2)o1 (configuration not stated),-26,1,-2%,-3,-6%,-10%,-2,-11,2.5%
O=C(CSc1nnc(Cc2ccccc2)n1Cc1ccco1)NC12CC3CC(CC(C3)C1)C2,-21,12,-1%,5,2%,5%,5,5,-2.0%
Cc1cc(C)nc(/N=C(\N)Nc2ccc(SC(F)F)cc2)n1,1,43*,-1%,-12,-2%,-8%,-49*,-7,4.1%
COc1ccc(S(=O)(=O)Nc2ccc3c(c2)C(=O)N([C@H](C)CO)C[C@H](C)[C@@H](CN(C)Cc2ccncc2)OCCCC[C@@H](C)O3)cc1,-7,.,-4%,.,-4%,-8%,.,.,.
NC(=O)NC(=O)COC(=O)c1ccc2c(c1)C(=O)N(Cc1ccccc1)C2=O,-5,2,-2%,4,0%,-9%,13,0,5.5%
CC(=O)c1cccc(S(=O)(=O)Nc2ccc3nc(C)sc3c2)c1,5,15,-4%,0,1%,-11%,4,-4,-0.4%
COc1ccc(N2Cc3cccc(C(=O)Nc4cccc(F)c4)c3C2=O)cc1,1,0,.,-3,.,.,11,-2,5.8%
NC(=O)c1cc(S(=O)(=O)Nc2ccc(OC(F)(F)F)cc2)cs1,6,4,-3%,5,-2%,4%,4,-2,0.0%
Cc1ccc(S(=O)(=O)N2CCC(C(=O)N/N=C/c3ccccc3[N+](=O)[O-])CC2)cc1,4,2,-1%,-11,0%,-5%,-2,-10,-0.2%

# 2 of these compounds, reformatted:
> CC(=O)c1cccc(S(=O)(=O)Nc2ccc3nc(C)sc3c2)c1
- RXFP1 antagonist: 5
- D1 agonist: 15
- GRP78 ERSR act: -4%
- D2 potentiator: 0
- Vif-A3G inh: 1%
- Vif-A3F inh: -11%
- D1 antag: 4
- D1 potentiator: -4
- RXFP1 ag: -0.4%
> CCOC(=O)C1(Cc2ccc(OC)cc2)CCN(C(=O)CCc2cnccn2)CC1
- RXFP1 antagonist: -5
- D1 agonist: 2
- GRP78 ERSR act: 3%
- D2 potentiator: -4
- Vif-A3G inh: 5%
- Vif-A3F inh: 3%
- D1 antag: 2
- D1 potentiator: 6
- RXFP1 ag: -3.3%

# Going on with the list.
SMILES,RXFP1 antagonist,D1 agonist,GRP78 ERSR act,D2 potentiator,Vif-A3G inh,Vif-A3F inh,D1 antag,D1 potentiator,RXFP1 ag
COc1cc(C(=O)Nc2ccc3oc(-c4ccc(C)c(Br)c4)nc3c2)cc(OC)c1OC,-8,3,-1%,-4,4%,-1%,7,-1,20%
O=C(CCC(=O)N1CCN(c2ccc(O)cc2)CC1)c1ccc(Br)cc1,.,2,.,1,.,.,-9,-3,-1.5%
Cc1oc(-c2cccc(Br)c2)nc1Cn1c(SCc2cccc(F)c2)nc2cccnc21,0,4,-4%,2,-5%,-2%,5,-2,4.7%
CN(C)c1ccc(S(=O)(=O)NCC(=O)N2CCN(c3ccccc3)CC2)cc1[N+](=O)[O-],-7,1,-2%,-8,-4%,-4%,-4,-3,-2.5%
Cc1ccc(NC(=O)CCC(=O)OCC(=O)c2ccc(-c3ccccc3)cc2)cc1,-8,0,-4%,6,2%,-9%,13,0,1.7%
COC(=O)C(C)N=Cc1ccccc1 (configuration not stated),9,2,-3%,-6,-6%,?,-1,2,3.3%
O=C(c1cc(Cl)nc2ccccc12)N1CCCCC1,-14,2,-2%,-7,-4%,-2%,1,1,-0.4%
CCOC(=O)C1CCN(CC(=O)Nc2ccc(S(=O)(=O)N3CCC(C)CC3)cc2)CC1,7,10,1%,15,5%,-1%,-4,-3,-1.3%
COc1ccc(CNC(=O)C2CCN(S(=O)(=O)c3ccc(F)cc3)CC2)cc1,-5,4,-3%,-20,2%,2%,-20,-3,6.8%
CC1(C)Cc2ccccc2C(=O)N1,-3,1,8%,16,2%,-7%,4,-2,0.2%
CCCN1CCN(S(=O)(=O)c2ccc3c(c2)NC(=O)C(C)S3)CC1 (configuration not stated),-4,4,-1%,5,8%,0%,-9,-2,1.1%
Cc1cccc(C)c1NC(=S)NC1CCCCC1,-6,4,-2%,-6,0%,-12%,-3,0,0.5%
CCSc1nnc([C@H](C)NC(=O)OC(C)(C)C)o1,17,1,3%,1,-1%,-9%,3,-4,0.8%
O=C(CC1C(=O)NCCN1Cc1ccc(Cl)c(F)c1)NC1CCCCC1 (configuration not stated),-6,2,-5%,-6,-4%,-6%,0,-2,1.4%
CCOc1ccc(NC(=O)CN(C)Cc2cc(=O)n3c(-c4ccccc4)csc3n2)cc1OCC,-12,2,-4%,4,1%,5%,7,-7,1.4%

# Screening results deposited in PubChem BioAssay by National Center for Advancing Translational Sciences (NCATS).
